Compound activity from PubChem.
CRFR2-BP antag = antagonists of CRF-binding protein/CRF-R2 receptor complex; 350,000 tested, 0.59% active; inhibition, % at 11.8 µM; HEK293 CRF-R2/CRF-BP, CRF-induced calcium fluorescence; AID 588475;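 active = inhibition of the ligand-induced calcium signal above about 50% at the single tested concentration, limit read from the data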
CHRM5 antagonist = antagonists of human muscarinic M5 receptor (CHRM5); inhibition, % at 3 µM; 360,000 tested, 0.59% active; CHO-hM5 cells, Fluo-8 calcium fluorescence, ACh EC80; P08912; AID 624040;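 active = inhibition above a per-plate cutoff, the mean of that plate's test compounds plus 3 SD, cut at about 27% in these data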;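 also: 0% = acetylcholine EC80 with DMSO and 100% = DMSO without agonist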
Target sequence (P08912 whole entry, looked up): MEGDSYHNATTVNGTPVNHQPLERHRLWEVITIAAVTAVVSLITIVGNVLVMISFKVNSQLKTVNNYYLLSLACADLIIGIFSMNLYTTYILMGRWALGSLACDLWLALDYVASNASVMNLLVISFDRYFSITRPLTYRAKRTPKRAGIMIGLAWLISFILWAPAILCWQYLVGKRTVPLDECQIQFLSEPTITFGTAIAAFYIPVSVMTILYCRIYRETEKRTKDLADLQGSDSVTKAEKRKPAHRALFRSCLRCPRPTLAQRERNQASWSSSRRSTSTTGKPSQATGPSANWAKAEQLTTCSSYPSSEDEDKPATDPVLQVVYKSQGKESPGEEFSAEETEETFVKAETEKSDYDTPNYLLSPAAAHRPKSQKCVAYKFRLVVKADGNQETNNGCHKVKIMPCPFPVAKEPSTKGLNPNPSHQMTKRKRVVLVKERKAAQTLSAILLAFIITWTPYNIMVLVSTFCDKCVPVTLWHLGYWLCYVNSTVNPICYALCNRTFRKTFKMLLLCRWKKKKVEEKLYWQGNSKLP
CHRM5 PAM = potentiates acetylcholine response at human M5 receptor; CHO-K1 hM5, Fluo-8 calcium, ACh EC20 PAM; 0% = ACh EC20, 100% = ACh EC100; activation, % at 3 µM; 360,000 tested, 0.3% active; P08912;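 active = activation above the run cutoff, the mean activation of all test compounds plus 3 SD, cut at about 18% in these data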
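system = human M5 receptor in CHO-K1 cells | reagent = EC20 acetylcholine as agonist stimulus | compound dosing = single-point, 3 µM nominal | incubation = Fluo-8 loading 80 min at 37 °C plus 30 min room temperature | detection = Fluo-8 calcium dye fluorescence, kinetic read | benchmarks = low control EC20 acetylcholine (0%), high control EC100 acetylcholine (100%)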
M4 PAM = potentiates acetylcholine response at human M4 receptor. P08173. CHO-K1 hM4/Gqi5, Fluo-8 calcium fluorescence, ACh EC20; 0% = ACh EC20, 100% = maximal ACh. activation, % at 3 µM. 360,000 tested, 0.4% active. AID 624126;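 active = activation above its plate's cutoff, the mean activation of sample wells plus 3 SD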; also: some results filed as inactive read as strong as hits
Target sequence (P08173 whole entry, looked up): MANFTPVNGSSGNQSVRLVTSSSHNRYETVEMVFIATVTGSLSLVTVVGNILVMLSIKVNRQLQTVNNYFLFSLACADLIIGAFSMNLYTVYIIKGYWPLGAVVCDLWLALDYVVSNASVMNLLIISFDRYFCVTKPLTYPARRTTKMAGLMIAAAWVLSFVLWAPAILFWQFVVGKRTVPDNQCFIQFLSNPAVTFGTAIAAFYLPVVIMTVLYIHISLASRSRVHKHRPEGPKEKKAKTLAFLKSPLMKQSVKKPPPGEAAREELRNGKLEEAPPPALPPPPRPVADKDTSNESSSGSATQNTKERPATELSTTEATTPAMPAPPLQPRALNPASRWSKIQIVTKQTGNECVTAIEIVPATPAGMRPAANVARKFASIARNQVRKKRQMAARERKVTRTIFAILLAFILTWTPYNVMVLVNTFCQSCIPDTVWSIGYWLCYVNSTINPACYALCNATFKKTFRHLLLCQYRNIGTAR
CRFR2-BP ag = CRF-BP/CRF-R2 complex agonism; 350,000 tested, 0.46% active; HEK293 CRF-R2/CRF-BP, calcium dye fluorescence (FLIPR); percent of saturating CRF peptide response; AID 588473; activation, % at 13.2 µM;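 active = activation of at least 50%, plus an integration ratio under a set limit after plate pattern correction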;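 also: plate controls were neutral control wells without compound for no effect and CRF at EC100 for full effect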
IDE cell inh = cellular human IDE inhibition | 320,000 tested, 0.41% active | inhibition, % at 5.59 µM | HEK cells, FAbetaB cleavage, fluorescence polarization | P14735;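 active = percent inhibition above the average of all tested compounds plus 3 SD, set per screening campaign, cut at about 16% in these data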;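 also: IDE supplied by intact live HEK cells; FP after avidin binding of uncleaved biotin substrate so inhibition keeps polarization high; 0% = DMSO wells and 100% = 60 µM reference IDE inhibitor Ii1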
M5 ag = CHRM5 agonism in calcium assay | CHO-K1 hM5 cells, Fluo-8 calcium fluorescence; 0% DMSO wells, 100% maximal acetylcholine response | activation, % at 3 µM | 360,000 tested, 0.19% active | AID 624037;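 active = activation above the run's mean over test compounds plus 3 SD, cut at about 23% in these data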;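 also: signal is peak over basal fluorescence ratio across the kinetic read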
CHRM4 antagonist = CHRM4 antagonism in calcium assay. CHO-hM4 cells, ACh EC80, Fluo-8 calcium fluorescence. 360,000 tested, 0.73% active. inhibition, % at 3 µM;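 active = inhibition above its plate's cutoff, the mean inhibition of sample wells plus 3 SD, cut at about 27% in these data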;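 also: 0% = acetylcholine EC80 with DMSO and 100% = DMSO without agonist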
M4 ag = CHRM4 agonism in calcium assay. P08173. CHO-K1 hM4/Gqi5, Fluo-8 calcium fluorescence; vehicle 0%, full acetylcholine response 100%. activation, % at 3 µM. 360,000 tested, 0.14% active. AID 624127;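 active = activation above the run mean over all test wells plus 3 SD, cut at about 32% in these data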;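 also: peak over basal fluorescence ratio per well then scaled between controls; 0% = DMSO wells and 100% = acetylcholine at EC100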
Starred values were filed as active, the others as inactive; . = no result given.

SMILES	CRFR2-BP antag	CHRM5 antagonist	CHRM5 PAM	M4 PAM	CRFR2-BP ag	IDE cell inh	M5 ag	CHRM4 antagonist	M4 ag
C1=C(N2CCOCC2)/C(=C/c2nc3ccccc3[nH]2)CC1	-32	-2	-12	-6	20	3	0	9	1
COc1cccc(CNS(=O)(=O)c2c(C)[nH]c(C)c2C(=O)N2CCCCC2)c1	-2	4	3	0	0.6	-2	-3	-6	2
O=C(Cn1c(=O)oc2ccccc21)c1ccccc1	6	-13	-3	2	1.0	3	-6	-8	1
O=C(C[n+]1ccccc1)Nc1c(Cl)cc(Cl)cc1Cl	0	-4	9	-10	-3.1	6	-4	5	4
O=C(NCCc1ccccc1)C(=O)NCC1OCCN1S(=O)(=O)c1ccc2c(c1)OCCO2 (stereo unspecified)	9	7	-2	-1	-0.1	0	0	1	14
Cc1ccc(N2C(=O)N(CC(=O)N3CCc4ccccc43)C(=O)C2C)cc1 (stereo unspecified)	12	0	-3	-5	-0.1	.	1	0	1
COc1ccc(C)c2sc(NC(=O)C3=COCCO3)nc12	.	-6	6	36*	.	1	1	-9	15
CC(Oc1ccc2c(-c3ccccc3)cc(=O)oc2c1)C(=O)O (stereo unspecified)	2	12	-5	-12	-1.3	0	-1	27*	0
CCOc1ccc(N(CC(=O)NCCc2ccc(OC)cc2)S(C)(=O)=O)cc1	-2	10	1	-3	-0.5	5	-1	-2	0
COC(=O)c1ccc(/C=C/c2c(-c3ccsc3)sc3ccccc23)cc1	-30	16	-9	-2	2.2	0	4	0	-1
Cc1cccc(NC(=O)NNC(=O)c2cc3occc3[nH]2)c1C	-6	11	2	-2	0.2	1	-3	9	1
O=c1cnc2cc([N+](=O)[O-])ccc2[nH]1	10	2	-6	1	-0.9	-2	0	1	1
CCc1ccc(NC(=O)c2cc(C)no2)cc1	-2	3	4	-1	0.0	6	-3	1	1
CC(C)(C)c1ccc(CN(Cc2ccccc2)C(c2ccccn2)c2nnnn2C(C)(C)C)cc1 (stereo unspecified)	-3	2	-5	-5	5.1	-7	-3	0	-1
O=C(N/N=C/c1ccoc1)c1ccccc1Br	13	-3	-1	1	-1.1	.	-3	-8	2
CCC1CCC(c2nnc(-c3ccc([N+](=O)[O-])cc3)o2)CC1 (stereo unspecified)	1	0	3	5	-2.1	-6	-3	3	0
Cc1nc(C)c(C(=O)Nc2cccc(Cl)c2)o1	-3	6	3	7	0.3	-4	-2	-1	1
CC12CCC(=O)N1C(C(=O)NCc1ccccc1F)CS2 (stereo unspecified)	0	0	-4	2	1.2	-2	-3	20	0
Cc1ccc(C(=O)NC2CCN(CC(=O)Nc3ccccc3Cl)CC2)cc1	25	3	1	-1	-0.8	5	-2	3	0
CCc1nnc(NC(=O)Cc2ccc(OCc3c(C)noc3C)cc2)s1	-19	-7	5	3	2.2	2	3	-8	0
Cn1cnnc1SCC(=O)Nc1ccc(Cl)c(S(=O)(=O)N2CCOCC2)c1	-8	8	1	-3	-2.7	2	-4	-6	1
O=C(/C=C/Nc1ccccc1)C(F)(F)F	-6	3	0	-2	-2.3	8	0	-2	1
OC(c1cccc(F)c1)c1ncc(-c2ccc(Oc3ccccc3)cc2)[nH]1 (stereo unspecified)	.	-2	-3	-1	.	.	1	-3	4
CCOC(=O)c1c(C)[nH]c(C(=O)CN2C(=O)NC(CC)(c3ccccc3)C2=O)c1C (stereo unspecified)	-6	4	0	-4	3.6	-3	11	-9	10
Cc1ccc(SCC(=O)NCCN2C(=O)CSC2=O)cc1C	18	-4	2	25	-1.5	0	-3	0	1
O=C(O)Cn1nnc(-c2ccc(OCc3ccccc3)cc2)n1	-14	17	-7	1	-0.9	-6	-1	-5	2
Cc1ccc(S(=O)(=O)N2CCOCC2)cc1C(=O)NCc1cn2ccsc2n1	4	11	0	0	1.0	-6	0	-4	1
COc1ccccc1C/C(N)=N/O	-11	-7	3	-1	-4.4	0	0	-2	1
CN(CCOc1ccccc1)C(=O)c1ccc(OC2CCN(C(=O)C3CC3)CC2)cc1	6	5	-7	-4	8.0	-2	7	-11	6
CCN(CC)C(=O)CN(c1ccc(F)c(Cl)c1)S(C)(=O)=O	6	1	2	0	-0.7	-1	-1	2	0
CCOc1ccc(NC(=O)CN(C)C(=O)CCCNC(=O)c2ccc(Cl)cc2)cc1OCC	-13	-8	2	1	0.2	.	0	-6	1
CC(=O)c1c(C)[nH]c(C(=O)CN2C(=O)NC(C)(C)C2=O)c1C	-11	-1	2	1	0.6	-5	6	0	1
Cc1ccc(C)c2nc3sc(C(=O)N4CCCc5ccccc54)c(N)c3cc12	-154	10	-1	-2	60*	-5	1	8	1
CCCS(=O)(=O)N1CCC(C(=O)N2CCC(Cc3ccccc3)CC2)CC1	11	-3	-2	13	-3.1	-5	-2	-16	3
CCc1ccc(-c2cc(C)no2)cc1S(=O)(=O)N1CCCN(Cc2ccc(F)cc2)C1	0	-8	-2	-10	6.5	1	-7	-13	8
N#CCc1ccc(C(=O)c2ccccc2)s1	-8	-1	-4	4	-0.3	-3	-1	3	1
Cc1ccc(-c2cc(C(F)(F)F)n3ncc(C(=O)N4CCCCC4c4cccnc4)c3n2)cc1 (stereo unspecified)	-9	8	-3	3	0.2	-2	-2	-3	0
CC(C)CNC(=O)c1ccc(C2SCC(=O)N2Cc2ccccc2)cc1 (stereo unspecified)	-25	-3	-20	-25	1.4	0	-11	47*	1
C=CCNc1nc(-c2ccccc2)c(C(=O)OCC)cc1C#N	13	-1	-10	-4	4.3	3	-11	16	-1
C=CCn1c(=O)c2ccccc2n2c(Sc3nnnn3-c3ccccc3)nnc12	8	-5	7	4	0.3	6	-4	-2	0
COc1ccc(CCN(C)Cc2cccc3ccccc23)cc1OC	7	3	0	-6	0.1	3	-1	0	0
COc1ccc(C)cc1S(=O)(=O)NCC(c1ccco1)N1CCc2ccccc2C1 (stereo unspecified)	5	7	-5	-3	0.2	4	-1	-3	1
COC(=O)Cn1cnc2c1c(=O)n(C)c(=O)n2C	-14	-3	6	8	1.0	-6	0	-8	0
COc1ccc(NC2CCCN(C(=O)CCN3Cc4ccccc4C3=O)C2)cc1 (stereo unspecified)	7	19	-3	-2	-0.1	-1	-1	11	2
COc1cc2c(cc1OC)C(=O)N(C)CC2	-6	3	-6	-2	-1.3	6	0	-7	2
Cc1ccc(NC(=O)CSc2n[nH]c(=O)n2C2CC2)cc1S(=O)(=O)N1CCOCC1	-7	6	-5	-1	7.0	6	-1	3	1
O=C(COc1ccc(Cl)cc1)OCC(=O)N1CCCCCC1	8	2	1	0	-2.5	7	-2	5	1
Cc1ccc(NC(=O)C2CCCN(C(=O)c3ccc(Cl)cc3)C2)cc1S(=O)(=O)N1CCOCC1 (stereo unspecified)	13	10	-7	-8	0.3	1	3	-4	12
CC(=O)Oc1ccc(C(=O)Cc2ccc3ccccc3n2)c(O)c1C	-17	-1	0	0	22	0	1	-4	2
Cc1cc(CN2CCCC(CO)(Cc3cccc(Cl)c3)C2)n[nH]1 (stereo unspecified)	10	-3	14	7	0.8	7	-8	-10	1
Cc1ncc(CO)c2cc(-c3nnc(Nc4ccc5c(c4)OCO5)s3)c(=O)oc12	2	-6	3	4	-0.7	-3	-2	12	1
O=C(NC12CC3CC(CC(C3)C1)C2)c1cccc([N+](=O)[O-])c1	-8	1	5	4	0.1	2	-1	-13	-1
COc1ccc(C(=O)c2c[nH]c(C(=O)NCc3cccnc3)c2)cc1	0	9	-5	-8	-0.9	1	-1	8	1
O=C(CC1SCCNC1=O)NCc1ccccc1 (stereo unspecified)	-5	1	5	5	1.2	.	-1	-5	0
COc1cccc(/C=C2/SC(=S)N(CCCC(=O)Nc3ccc(O)cc3)C2=O)c1	18	11	-5	-9	-0.1	1	2	-5	6
Cc1ccc(NC(=O)OC(C)CNC(=O)Oc2cccc(C)c2)cc1 (stereo unspecified)	15	0	4	-2	-0.9	10	0	-3	1
CCCCn1c(N)c(N(CCOC)C(=O)c2cccc(S(=O)(=O)N(CC)c3ccccc3)c2)c(=O)[nH]c1=O	-9	5	-4	-7	1.1	1	-2	14	0
NC1=NC(=O)/C(=C\c2ccsc2)S1	15	-2	0	2	0.8	-3	1	-5	1
CC(=O)c1ccc(OCc2nnn(CC(=O)NS(=O)(=O)c3ccc(C)cc3)c2-c2ccccc2)cc1	.	-4	3	5	.	.	2	-7	0
Cc1cc(C)c(Nc2cc(S(=O)(=O)O)c(N)c3c2C(=O)c2ccccc2C3=O)c(C)c1	53*	-2	3	6	13	-6	-1	-3	2
Carrying on.
SMILES	CRFR2-BP antag	CHRM5 antagonist	CHRM5 PAM	M4 PAM	CRFR2-BP ag	IDE cell inh	M5 ag	CHRM4 antagonist	M4 ag
O=C(CCc1ccccc1)Nc1ccc(NS(=O)(=O)c2ccccc2)cc1	-10	6	-3	10	-2.7	0	-3	-4	3
COc1ccccc1CC(=O)N(Cc1ccccc1)c1ccc(C)cc1	9	6	-8	-4	1.3	0	-4	-14	2
COc1ccc(N2C(=O)c3ccccc3NC23CCCC3)cc1	-5	5	-5	-1	1.0	3	-1	1	0
COc1ccccc1N1CC(C(=O)OCC(=O)Nc2cc(C)on2)CC1=O (stereo unspecified)	1	3	1	3	-0.6	.	3	-7	1
COc1ccc(-c2cc(NC(C)=O)c3ncc(-c4cc(OC)c(OC)c(OC)c4)n3c2)cn1	.	9	0	-4	.	.	0	-11	3
O=C(CN1CCCCCC1)Nc1ccccc1[N+](=O)[O-]	-2	0	0	-2	-1.3	0	1	0	-1
CC(Oc1cc2oc(=O)c3c(c2cc1Cl)CCC3)C(=O)NC1CC(C)(C)NC(C)(C)C1 (stereo unspecified)	-6	8	-2	-3	0.6	8	-5	-2	3
CC(=O)Nc1ccc(CN2CCN(CC(C)C)C(CCO)C2)cc1 (stereo unspecified)	12	0	3	-3	-2.8	-4	-7	0	2
CC(C)CNC(=O)N1c2ccccc2Sc2ccccc21	10	4	-9	-35	-1.6	-1	-20	5	1
Cc1nnc(SCCN2CCOCC2)c2nn(-c3ccccc3F)c(C)c12	22	2	2	5	11	.	-3	-3	-1
CC(=O)c1c(C)n(-c2ccc(N(C)C)cc2)c2ccc(OCC(N)=O)cc12	-23	2	-8	-4	-0.1	1	6	1	3

Random draw from the library; any-hit rate near 2.9%.
